Lipid droplet = modulators of hepatic lipid droplet formation | actives 0.4% (n = 240,000) | inhibition, % at 6.5 µM | AML12 mouse hepatocytes, oleate lipid droplets, BODIPY imaging;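 active means lipid droplet intensity inhibited by at least 50%, with more than 500 cells counted; inconclusive means wells with under 300 cells, treated as cytotoxic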
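Assay system: AML12 hepatocytes (mouse) / Also added: 100 µM oleic acid challenge / Times: overnight treatment with compound plus oleate / Detection: high-content imaging of BODIPY-stained droplets and DAPI nuclei / Evaluation: % inhibition of lipid droplet signal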
human PMI inhibitors = human PMI inhibitors, high substrate, primary screen, biochemical, fluorescence intensity, high mannose 6-phosphate (AID 1220); recombinant PMI enzyme, coupled fluorescence intensity; higher % means a stronger effect; inhibition, % at 20 µM; hits with a dose series show IC50 in µM; actives 0.66% (n = 190,000)
XIAP displacement = small molecules displacing peptide from XIAP – biochemical, IAP family, fluorescence polarization (AID 1018); XIAP BIR domain, fluorescence polarization peptide displacement; higher % means a stronger effect; displacement, % at 20 µM, or IC50 in µM where a hit was titrated; actives 0.007% (n = 200,000); in the data active means displacement above about 50%; further: a part of the inactive calls stands beside numbers as strong as those of hits
P. falciparum M1AAP = malaria alanyl aminopeptidase activity blockers – biochemical, fluorogenic H-Leu-NHMec substrate, 1536-well (AID 1445) | recombinant M1AAP, H-Leu-NHMec fluorogenic kinetic assay; higher % means a stronger effect | inhibition, % at 30 µM, or IC50 in µM where a hit was titrated | actives 0.42% (n = 220,000);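 active means primary inhibition above the hit cutoff, then over 50% inhibition at one or more dose response concentrations, cut at about 23% in these data, passing the limit was not always enough; inconclusive means conflicting primary data, or primary hits not chosen for dose response; inactive means low primary inhibition, or under 50% at every dose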;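 further: plate controls were DMSO full reaction for no effect and no enzyme background for full effect; strong numbers were not always called active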
P. falciparum M17LAP = P. falciparum M17LAP inhibitors, primary screen, biochemical, fluorogenic H-Leu-NHMec substrate, 1536-well (AID 1619); recombinant M17LAP, H-Leu-NHMec fluorogenic kinetic assay; higher % means a stronger effect; inhibition, % at 30 µM; hits with a dose series show IC50 in µM; actives 0.38% (n = 220,000);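 active means compound inhibiting the enzyme by more than half at any dose during confirmatory dose-response retesting; inconclusive means strong single-dose inhibitors picked by rank but not retested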;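 further: plate controls were full reaction with DMSO carrier for no effect and no enzyme background for full effect; strong numbers were not always called active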
PMI inhibitors = MPI enzyme activity inhibition – biochemical, fluorescence intensity, coupled assay, primary screen (AID 1209); actives 0.42% (n = 190,000); purified PMI enzyme, coupled fluorescence intensity; higher % means a stronger effect; one-dose inhibition, % at 20 µM; IC50 in µM for titrated hits;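 further: plate controls were DMSO vehicle for no effect and wells lacking substrate for full effect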
SIAH1 antagonists = blockers of Siah-1 interaction with plectin peptide – biochemical, fluorescence polarization, rhodamine-plectin, uHTS, primary screen (AID 1817). Siah-1 / rhodamine-plectin peptide fluorescence polarization; higher % means a stronger effect. displacement, % at 20 µM; hits with a dose series show IC50 in µM. actives 0.02% (n = 290,000);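 active means displacement of at least 50% at 20 µM, with a fluorescence ratio check between 0.3 and a set limit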;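 further: plate controls were Siah plus tracer with DMSO for no effect and tracer alone without Siah for full effect; strong numbers were not always called active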
TNAP activators = human TNAP enzyme activators, primary screen, biochemical, luminescent, no phosphate acceptor, uHTS (AID 1001); purified TNAP, luminescent activation assay, no phosphate acceptor; higher activation fold means a stronger effect; actives 0.03% (n = 200,000); activation fold at 20 µM, or EC50 in µM where a hit was titrated; in the data active means activation fold from about 3, or a potency from the dose series; inactive means the rest, 99 in 100 with activation fold below about 1.6; further: many of its hits are not listed in these tables
K1F lysis inhibition = protection from phage-mediated lysis, alamar blue read-out – E. coli UTI89, K1F phage, bacterial capsule biogenesis inhibitors (AID 488966) | actives 0.02% (n = 340,000) | E. coli UTI89 K1F phage lysis, alamar blue, 2 h; higher % means a stronger effect | one-dose inhibition, % at 100 µM; IC50 in µM for titrated hits;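 active means phage lysis inhibition, versus mean bacterial control, above a set limit; inconclusive means no clear call, values can overlap the other calls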;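 further: capsule biogenesis inhibitors block K1F phage lysis so surviving cells raise fluorescence; higher fluorescence means more inhibition of phage lysis; actives were called in the ten point dose series up to 300 µM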
Lipid droplet cells 6.5 µM = second read-out of Lipid droplet, no call of its own (marks repeat the call); cell count; measured here: cell count, cytotoxicity flag;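 cells counted across two imaged fields per well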
The depositor's hits bear a star; ? = inconclusive; . = no result given; [ ] = remark or other dose. Unless noted, no stated cut-off is given here; in the data, active means inhibition above about 50%; inactive means the rest.

No.	molecule	Lipid droplet	Lipid droplet cells 6.5 µM	human PMI inhibitors	XIAP displacement	P. falciparum M1AAP	P. falciparum M17LAP	PMI inhibitors	SIAH1 antagonists	TNAP activators	K1F lysis inhibition
1	O=C(/C=C/c1ccccc1)Oc1cccc(C(=S)N2CCOCC2)c1	1	683	11%	-5.9%	7%	-5%	20%	-8%	1	-1.0%
2	COc1cc2c(cc1NC(=O)CSc1cccc[n+]1[O-])oc1ccccc12	1	726	-6%	8.2%	8%	11%	-2%	0%	1	5.5%[50 µM]
3	Cc1coc2c1C(=O)C(=O)c1c-2ccc2c(C)cccc12	-3	759	.	.	?	14%	.	17%	.	-0.5%
4	Cc1cc(C(=O)OCC(=O)Nc2ccccc2[N+](=O)[O-])c2ccccc2n1	0	679	6%	-12%	-1%	-10%	3%	6%	1	5.4%[50 µM]
5	COC(=O)CCCC1=CC2=CC(=O)C(C)(OC(=O)c3cccs3)C(=O)C2=CN1CCc1c[nH]c2ccccc12 (stereo not given)	.	.	.	.	8%	-4%	.	11%	.	0.0%
6	Cc1ccc(CNC(=O)CCn2nc(-c3ccc(Cl)cc3)ccc2=O)cc1	.	.	10%	-9.6%	3%	-5%	-2%	2%	1	14%
7	Cc1cn2c(-c3ccncc3)nnc2s1	.	.	10%	-2.4%	5%	-4%	10%	-3%	1.1	0.8%
8	CCN(CC)S(=O)(=O)c1ccc(N2CCOCC2)c(NC(=O)c2c3c(nc4ccccc24)CCC3)c1	-8	690	2%	-2.6%	12%	-3%	5%	15%	1.1	0.1%
9	CS(=O)(=O)Nc1ccc(S(=O)(=O)N2CCOCC2)cc1	.	.	5%	-7.2%	-2%	-4%	8%	1%	1	0.8%
10	CCOc1ccc(/C=C(/NC(=O)c2ccccc2)C(=O)NCCC(=O)O)cc1	6	679	-2%	-4.7%	3%	8%	4%	6%	1.1	1.2%
11	Cc1ccc2cc(COC(=O)c3cccc([N+](=O)[O-])c3)c(=O)[nH]c2c1	5	796	.	.	10%	1%	.	2%	.	0.3%
12	CCOC(=O)c1[nH]c2ccccc2c1NC(=S)Nc1cccc(C)c1C	-8	684	-6%	-5.5%	0%	-26%	-8%	-1%	1	0.9%
13	O=C(NNC(=S)NCC1CCCO1)c1ccc(S(=O)(=O)N2CCOCC2)cc1 (stereo not given)	-55	593	2%	-2.7%	-4%	-1%	6%	0%	1.4	0.5%
14	CCOC(=O)c1cc(-c2ccccc2)n(CCC(=O)NC(C)CC)c1C (stereo not given)	40	751	-3%	-3.7%	4%	3%	2%	-4%	1	-0.8%
15	COc1ccc(-n2c(-c3ccc(Br)cc3)c[n+]3c2SC(C)C3)cc1 (stereo not given)	-8	621	-2%	-2.5%	7%	7%	-4%	-2%	1.1	-0.1%
16	Nc1nonc1C(=O)N/N=C/c1cccc([N+](=O)[O-])c1	5	679	9%	-14%	2%	40%	9%	1%	1.1	0.0%
17	COC(=O)C(C)Oc1ccc(=O)[nH]n1 (stereo not given)	.	.	-7%	-0.4%	4%	12%	3%	2%	1.2	0.2%
18	Cc1cc(C)n(-c2ccc(C(=O)OCc3ccccc3)cc2)n1	16	651	3%	-5.7%	-1%	2%	9%	8%	1	0.3%
19	COc1cc(CNc2ncn[nH]2)ccc1OCc1ccccc1C	0	639	-4%	-1.7%	5%	33%	3%	5%	1.7	0.3%
20	O=C(CSc1cccc2cccnc12)N/N=C/c1cccc(O)c1	3	679	13%	-7.1%	7%	7%	6%	5%	1.1	0.1%
21	CCCOc1ccc(C2(C(=O)O)CCCC2)cc1	7	824	11%	1.6%	1%	35%	7%	-2%	1.1	0.1%
22	CC(C)(C)[C@@H]1C=C(C(=O)N2CCN(Cc3ccccc3)CC2)O[C@H](OCc2ccc(CO)cc2)C1	-2	735	15%	-0.3%	4%	-2%	20%	-2%	1	1.6%
23	CC(C)CC(=O)Nc1ccc(OCC(=O)O)cc1	.	.	0%	-0.4%	5%	23%	-3%	1%	1.1	0.3%
24	N#Cc1cnc2c(-c3ccccc3)c(-c3ccccc3)nn2c1N	31	638	15%	-6.9%	4%	3%	12%	3%	1.3	0.0%

Of the compounds above, 2 contain an aryl thioether with sulfur outside any ring:
No.	molecule	Lipid droplet	Lipid droplet cells 6.5 µM	human PMI inhibitors	XIAP displacement	P. falciparum M1AAP	P. falciparum M17LAP	PMI inhibitors	SIAH1 antagonists	TNAP activators	K1F lysis inhibition
2	COc1cc2c(cc1NC(=O)CSc1cccc[n+]1[O-])oc1ccccc12	1	726	-6%	8.2%	8%	11%	-2%	0%	1	5.5%[50 µM]
20	O=C(CSc1cccc2cccnc12)N/N=C/c1cccc(O)c1	3	679	13%	-7.1%	7%	7%	6%	5%	1.1	0.1%

Later entries:
No.	molecule	Lipid droplet	Lipid droplet cells 6.5 µM	human PMI inhibitors	XIAP displacement	P. falciparum M1AAP	P. falciparum M17LAP	PMI inhibitors	SIAH1 antagonists	TNAP activators	K1F lysis inhibition
25	CSCCC(NS(=O)(=O)c1ccc2c(c1)oc(=O)n2C)C(=O)NC1CCN(Cc2ccccc2)CC1 (stereo not given)	-2	715	0%	-7.7%	6%	-4%	7%	2%	1	0.0%
26	O=C(N/C(=C/c1ccc(Cl)cc1)c1nc2ccccc2[nH]1)c1ccco1	.	.	0%	-3.4%	5%	24%	-6%	-3%	1.1	0.1%
27	Cc1cccc(NC(=O)c2cc(Cl)sc2Cl)c1C	-13	652	0%	-2.1%	3%	1%	7%	20%	1	2.8%
28	CCc1ccc(Nc2nc(N)nc(CSc3nnnn3-c3ccccc3)n2)cc1	-7	765	5%	-2.1%	-1%	-5%	11%	0%	1.1	6.3%
29	O=C(N/N=C/c1cn(Cc2ccccc2)c2ccccc12)c1cccnc1	-50	531	6%	-3.2%	7%	7%	8%	-7%	1	0.0%
30	CCOC(=O)c1[nH]c2ccc(OC)cc2c1NC(=O)OC	.	.	28%	-5.1%	3%	-27%	2%	1%	1.1	4.9%
31	CC1(C)Cc2c(sc3nc(C4CCCCC4)n(N)c(=O)c23)CO1	-7	695	.	.	3%	-2%	.	-4%	.	0.6%
32	CCn1c(-c2ccc(F)cc2)n[nH]c1=S	4	734	-5%	-7.6%	4%	0%	5%	2%	0.6	1.1%
33	COc1cc2c(cc1OC)CN(C(=O)c1ccc(S(=O)(=O)N3CCCC3)cc1)CC2	6	712	.	.	7%	3%	.	0%	.	-0.1%
34	COC(=O)c1[nH]c2ccccc2c1NC(=O)Oc1ccccc1	.	.	12%	0.4%	-3%	-12%	3%	2%	1.1	2.1%
35	Nc1nc(Cn2nnc(-c3ccccc3Cl)n2)nc(N2CCOCC2)n1	-2	732	3%	-3.3%	4%	4%	12%	-2%	1	-0.2%
36	CC(=O)Nc1ccc(Cl)cc1C(=O)O	10	646	-1%	-9.1%	4%	-7%	5%	5%	1.1	0.0%
37	Cc1cc(N/N=C/c2c[nH]c3ccccc23)c2ccccc2n1	-6	699	3%	-3.4%	-5%	-1%	0%	1%	1.1	0.6%
38	CCc1ccc(C2CC(=O)N(c3cccc(F)c3)C3=C2C(=O)OC3)cc1 (stereo not given)	9	691	4%	-3.2%	2%	-1%	0%	21%	1.1	0.0%
39	CCOC(=O)N1CCN(C(=O)c2ccc(NC(C)=O)cc2)CC1	.	.	-1%	-3.9%	2%	8%	4%	3%	1.1	0.2%
40	O=C(O)[C@@H]1CSC2(CCSC2)N1 (stereo not given in full)	.	.	1%	0.5%	.	.	-1%	1%	1.1	.
41	c1ccc(N2CCN(Cc3cn4ccccc4n3)CC2)cc1	-2	730	6%	-18%	1%	9%	7%	-2%	1.1	0.0%
42	CC(=O)Nc1ccc(/C(C)=N/NS(=O)(=O)c2ccc(C)cc2)cc1	.	.	-37%	-3.3%	-4%	-3%	-29%	-1%	1.1	0.1%
43	NNC(=O)C1CCCn2c1nc1sc3c(c1c2=O)CCCC3 (stereo not given)	11	790	1%	-1.7%	22%	9%	3%	2%	1.2	6.0%
44	Cc1ccc(SCC(=O)c2c(C)[nH]c3ccccc23)cc1	-8	672	11%	-3.5%	-6%	-11%	26%	11%	1	1.3%
45	COc1ccccc1NC(=O)c1c(NC(=O)c2ccco2)sc2c1CCC2	.	.	1%	-16%	10%	2%	-5%	-2%	1	2.9%[50 µM]
46	CCC(=O)Nc1ccccc1C(=O)N1CCCC1	9	844	8%	-7.8%	-2%	-6%	12%	1%	1.1	4.2%
47	C/C=C/c1ccc(OC)c(OC(C)=O)c1	.	.	6%	-1.6%	0%	10%	-4%	0%	1.1	0.2%
48	CCN(CCCNC(=O)CCNC(=O)Cn1cnc2ccccc2c1=O)c1cccc(C)c1	3	357	18%	-6.4%	3%	0%	25%	-1%	1	0.3%
49	Cc1nn(-c2ccc(F)cc2)c2sc(C(=O)OCC(=O)N3CCC(C)CC3)cc12	5	646	12%	-1.3%	0%	-8%	16%	-7%	1.1	-1.5%
50	COc1ccccc1Nc1ncc(-c2cccs2)s1	.	.	-26%	-9.0%	20%	19%	-10%	1%	1.1	4.8%
51	Cc1ccc(C2=CSC3=NS(=O)(=O)CCN23)cc1	9	669	0%	-4.4%	4%	1%	2%	0%	1.1	-0.2%
52	CC(C)c1ccc(NC(=O)c2ccc(Br)o2)cc1	4	732	3%	0.3%	1%	-5%	2%	2%	1.1	2.5%
53	Cc1ccc(NC(=O)N2CCC(c3nc4c(nnn4Cc4c(F)cccc4Cl)c(=O)[nH]3)CC2)cc1	18	838	8%	-1.5%	4%	11%	8%	0%	1.1	-0.9%[50 µM]
54	CC(OC(=O)CNC(=O)C12CC3CC(CC(C3)C1)C2)C(=O)Nc1ccc(N2CCOCC2)cc1 (stereo not given)	0	733	0%	-1.3%	11%	3%	8%	-1%	1.1	0.7%
55	N#Cc1ccccc1CSC1=NCCS1	3	676	5%	-4.6%	-5%	-8%	16%	5%	1.1	0.0%
56	O=C(COc1ccc(C(=O)c2ccccc2)cc1)NC1CCCCC1	17	661	7%	-1.3%	1%	18%	2%	6%	1.1	-0.1%
57	Cc1cc([N+](=O)[O-])nn1CC(=O)NCCc1c[nH]c2ccccc12	22	689	-3%	-1.5%	11%	14%	-1%	1%	1.2	0.0%
58	Cc1ccc(NC(=O)CNc2ccc(Cl)c(Cl)c2)cc1S(=O)(=O)N(C)C	-40	496	17%	-0.4%	1%	10%	18%	-4%	1.1	2.4%
59	NNC(=O)c1cc(-c2ccc(N)cc2)nc2ccc(Br)cc12	21	711	.	.	-3%	-3%	.	-2%	.	.

Source: PubChem BioAssay (several laboratories)
